Screening results deposited in PubChem by National Center for Advancing Translational Sciences (NCATS).
BRCT inh green – blocks human BRCA1 BRCT binding to phosphopeptide, green readout | BRCA1 BRCT-phosphopeptide binding, green fluorescence polarization | P38398 | Potency, µM (series often up to 76.9 µM), inactives show at the top dose activity change, negative = inhibition, most hits filed as inhibitors | 75,000 compounds, 0.05% hits;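 further: potency means the concentration at half of the fitted maximal effect; plate controls were peptide without protein for full effect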
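Fluorescence polarization: His-tagged BRCT (~35 kDa BRCA1 C-terminus, 250 nM) bound to 100 nM fluorescein-labeled phosphorylated 10-aa BACH1 peptide, pH 7.3 phosphate buffer with DTT and Tween 20. Compounds incubated 12 min at room temperature; inhibition read as lowered polarization.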
Epigenetic mod – epigenetic modulators derepressing GFP locus in mouse cells | AID 597 | mouse C127i GFP locus derepression, cytometry, 30 h | 68,000 compounds, 0.09% hits | Potency, µM (titrated, usually from 46.1 µM), for inactives: top-dose GFP derepression (activation); further: % of control where 0% means no effect
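Read-out is the number of GFP-positive cells, scored as fluorescent objects 20 to 120 um wide, reflecting derepression of a silenced CMV-GFP reporter in murine C127i cells after 30 h compound exposure at 37 C.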
Casp7 inh – caspase-7 (human) inhibition, allosteric or competitive. recombinant caspase-7, Ac-DEVD-AFC fluorescence rate. Potency, µM (highest dose often 57.5 µM), for inactives: top-dose activity change, negative = inhibition, hits mostly inhibitors. 75,000 compounds, 0.02% hits. AID 889; active means well fitted inhibition curve with a large enough effect in the main read-out, with a control signal flat, not every such curve was filed as active; inconclusive means small, poorly fitted or top-dose-only effect, or a change in a side signal; further: potency means the concentration at half of the fitted maximal effect; % of control where 0% means no effect
Target sequence (P55210 24-198 limits assumed): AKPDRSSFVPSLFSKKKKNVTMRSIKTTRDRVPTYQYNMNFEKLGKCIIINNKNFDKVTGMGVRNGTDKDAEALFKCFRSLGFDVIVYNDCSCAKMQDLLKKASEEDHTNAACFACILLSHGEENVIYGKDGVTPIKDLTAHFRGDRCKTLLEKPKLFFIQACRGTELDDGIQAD
Target sequence (P55210 207-303 limits assumed): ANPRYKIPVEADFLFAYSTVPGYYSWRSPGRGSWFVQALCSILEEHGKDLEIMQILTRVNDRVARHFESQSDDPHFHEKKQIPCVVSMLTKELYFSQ
A350 autofl – A350 region autofluorescence | max dye-equivalent concentration, M | Compound autofluorescence, 340/450 nm, Alexa 350 dye-equivalents; active compounds read high | 59,000 compounds, 11% hits; in the data active means max dye-equivalent concentration above about 10 nM; inconclusive means mostly about 1.1 nM to 9.6 nM
Fluorescein autfl – compound autofluorescence in fluorescein spectral region; Compound autofluorescence, 480/540 nm, fluorescein-equivalent; active compounds read high; max fluorescein-equivalent concentration, M; 59,000 compounds, 0.91% hits; in the data active means max fluorescein-equivalent concentration above about 10 nM; inconclusive means between about 1.1 nM and that limit
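Autofluorescence profiling; 100 mM Tris, pH 8.0; incubation 15 min at RT; ex/em 480/540 nm; result as fluorescein-equivalent concentration.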
USP2a inh – blocks human ubiquitin-specific protease USP2a; 60,000 compounds, 0.1% hits; Potency, µM (series often up to 38.3 µM), inactives show at the highest dose activity change, negative = inhibition, hits mostly inhibitors; USP2a enzymatic assay, qHTS inhibition; AID 927;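 further: potency means the concentration at half of the fitted maximal effect; nearly all actives have a fitted effect of over 60% in size; plate controls were DMSO for no effect and NEM full inhibition control for full effect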
Target sequence (O75604 whole entry, looked up): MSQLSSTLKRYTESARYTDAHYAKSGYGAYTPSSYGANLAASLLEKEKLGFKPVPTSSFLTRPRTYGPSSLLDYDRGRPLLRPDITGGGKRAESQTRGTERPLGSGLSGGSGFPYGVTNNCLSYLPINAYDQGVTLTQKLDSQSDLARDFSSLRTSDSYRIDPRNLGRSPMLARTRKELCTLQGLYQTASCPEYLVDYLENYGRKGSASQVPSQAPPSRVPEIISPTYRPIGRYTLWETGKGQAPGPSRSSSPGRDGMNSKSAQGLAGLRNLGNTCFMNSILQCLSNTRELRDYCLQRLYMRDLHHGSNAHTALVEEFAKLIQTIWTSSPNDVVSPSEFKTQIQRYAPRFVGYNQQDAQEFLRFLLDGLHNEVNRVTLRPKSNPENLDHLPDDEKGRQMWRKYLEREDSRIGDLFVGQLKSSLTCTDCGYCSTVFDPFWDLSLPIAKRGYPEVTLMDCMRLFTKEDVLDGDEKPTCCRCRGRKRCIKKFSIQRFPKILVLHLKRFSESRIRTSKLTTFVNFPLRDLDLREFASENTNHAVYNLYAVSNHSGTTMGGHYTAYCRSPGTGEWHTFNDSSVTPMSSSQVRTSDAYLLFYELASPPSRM
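Inhibition is measured in a cell-free coupled assay with 20 nM USP2 core, 20 nM Ub-PLA2 and 20 uM NBD C6-HPC, 2.5 h incubation. Activity normalized to NEM control.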
Casp1 inh – blocks human caspase-1 allosterically or competitively; Potency, µM (titrated, usually from 57.5 µM), for inactives: at the top dose activity change, negative = inhibition, usual class: inhibitors; Caspase-1 enzyme, Ac-WEHD-AFC fluorogenic rate; P29466; AID 900; 75,000 compounds, 0.03% hits;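 further: potency means the concentration at half of the fitted maximal effect; plate controls were vehicle for no effect and no substrate for full effect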
BRCT PPI red – inhibitors of human BRCA1 BRCT-phosphoprotein interaction (red fluorophore); Potency, µM (titrated, usually from 76.9 µM), inactives show top-dose activity change, negative = inhibition, usual class: inhibitors; BRCT-phosphopeptide binding, red fluorescence polarization; 75,000 compounds, 0.03% hits; AID 892; further: on the % scale 0 is the no-effect control and ±100 the full control effect
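Fluorescence polarization: 100 nM His-tagged BRCA1 BRCT with 100 nM TAMRA-labelled phospho-BACH1 decapeptide, phosphate buffer pH 7.3 with 150 mM NaCl, DTT, 0.01% Tween 20; 12 min RT. Binding inhibition seen as FP decrease.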
HEK293 cAMP cs – parental HEK293 cAMP activation (counter-screen). parental HEK293 CNG cAMP sensor, membrane potential fluorescence. Potency, µM (series often up to 57.1 µM), inactives show at the top dose activation, actives largely listed as activators. 73,000 compounds, 2.5% hits; further: potency means the concentration at half of the fitted maximal effect; % of control where 0% means no effect; nearly all actives have a fitted effect of over 55% in size
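Counterscreen for endogenous-receptor signalling: CNG-channel HEK 293 cells report cAMP rise by membrane depolarization. After 60 min dye equilibration with 100 uM RO 20-1724, compounds incubated 30 min before bottom-read fluorescence at 590 nm.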
Ub-GFP proteasome – inhibits proteasome, raising ubiquitin-GFP reporter fluorescence; Ubiquitin-GFP reporter cells, proteasome inhibition, GFP fluorescence; response scale: untreated = 0%, 10 µM MG-132 = 100%; Potency, µM (highest dose often 45.9 µM), without a hit: top-dose activation (GFP accumulation), actives largely listed as activators; 67,000 tested, under 10 active; active means well fitted activation curve with a large enough effect, not every such curve was filed as active; inconclusive means small, poorly fitted or top-dose-only effect, or another doubt; inactive means no such curve, though single readings can be large or run the other way; further: potency means the concentration at half of the fitted maximal effect
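Proteasome block read as GFP accumulation: ubiquitin(G76V)-GFP U2OS cells exposed to compound (2.9 nM–46 uM) for 4 hr at 37 C. Normalization used untreated cells as 0% and 10 uM MG-132 as 100%; concentration-response curves fitted.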
4-MU autofl – compound fluoresces in the 4-MU spectral region; 59,000 compounds, 11% hits; max dye-equivalent concentration, M; compound autofluorescence, 340/450 nm, 4-MU equivalents; active compounds read high; in the data active means max dye-equivalent concentration above about 10 nM; inconclusive means mostly about 1.1 nM to 9.6 nM
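Intrinsic fluorescence at 340/450 nm (ex/em) was read after 15 min at room temperature in pH 8.0, 100 mM Tris. Each compound concentration expressed as 4-MU-equivalent concentration from a six-point 4-MU standard series on each plate.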
The depositor's hits bear a star; [ ] = remark or other dose. Unless noted, the call rests on the fitted dose curve; in most records, active means well fitted curve in the direction sought with a large enough effect; inconclusive means small, poorly fitted or top-dose-only effect, or another doubt; inactive means no such curve, though single readings can be large; an effect the other way counts as inactive or inconclusive.

Results for CC1CCCCN1S(=O)(=O)c1ccc(NC(=O)c2cccc(-n3cnnn3)c2)cc1 (stereo not drawn) ?
BRCT inh green: -2.6%; Epigenetic mod: 2%; Casp7 inh: -4%; A350 autofl: inactive; Fluorescein autfl: inactive; USP2a inh: 24%; Casp1 inh: -4%; BRCT PPI red: -1.7%; HEK293 cAMP cs: 3%; Ub-GFP proteasome: 2%; 4-MU autofl: inactive

What do the screens show for `COc1ccc(/C=C/C(=O)c2ccccc2O)cc1`?
BRCT inh green: 0.2%[15.4 µM]; Casp7 inh: 0%[11.5 µM]; Casp1 inh: -3%[11.5 µM]; BRCT PPI red: 0.3%[15.4 µM]; HEK293 cAMP cs: -6%[11.4 µM]

What do the screens show for `COC(=O)C1CCN(C(=O)COc2cc3sc(C)nc3c3sccc23)CC1`?
BRCT inh green: 2.7%; Epigenetic mod: -2%; Casp7 inh: 0%; A350 autofl: inactive; Fluorescein autfl: inactive; USP2a inh: 12%; Casp1 inh: 1%; BRCT PPI red: 0.5%; HEK293 cAMP cs: inconclusive; Ub-GFP proteasome: 2%; 4-MU autofl: inactive

Results for O=C(Nc1ccc(F)cc1F)N1CCCCC1c1cccnc1 (stereo not drawn) ?
BRCT inh green: -0.6%; Epigenetic mod: -2%; Casp7 inh: 1%; USP2a inh: 3%[7.66 µM]; Casp1 inh: -1%; BRCT PPI red: 0.3%; HEK293 cAMP cs: 16%[11.4 µM]; Ub-GFP proteasome: -4%[9.17 µM]

What do the screens show for `CC(C)Oc1ccc(N2CC(C(=O)Nc3ccc4c(c3)OCO4)CC2=O)cc1` (stereo not drawn)?
BRCT inh green: -1.1%; Epigenetic mod: 0%; Casp7 inh: -3%; Casp1 inh: 2%; BRCT PPI red: 1.0%; HEK293 cAMP cs: 8%; Ub-GFP proteasome: 3%

Results for O=C(O)C1CCCCC1C(=O)Nc1ccc(Cl)cc1 (stereo not drawn) ?
BRCT inh green: -3.2%; Epigenetic mod: 0%; Casp7 inh: -3%; A350 autofl: inactive; Fluorescein autfl: inactive; USP2a inh: -8%; Casp1 inh: 1%; BRCT PPI red: 0.6%; HEK293 cAMP cs: 4%; Ub-GFP proteasome: 3%; 4-MU autofl: inactive

What do the screens show for `NC(=O)SCC(=O)Nc1ccc(Cl)c(Cl)c1`?
BRCT inh green: -0.9%; Epigenetic mod: 2%; Casp7 inh: 6%; USP2a inh: 18%; Casp1 inh: 1%; BRCT PPI red: -0.4%; HEK293 cAMP cs: 30%; Ub-GFP proteasome: -2%

Results for O=C1C(Cl)=C(Sc2nnc3c4ccccc4c4ccccc4c3n2)C(=O)c2ccccc21 ?
BRCT inh green: -0.6%[15.4 µM]; Epigenetic mod: 8%[9.22 µM]; Casp7 inh: -13%[11.5 µM]; A350 autofl: inconclusive; Fluorescein autfl: inconclusive; Casp1 inh: -14%[11.5 µM]; BRCT PPI red: 1.0%[15.4 µM]; HEK293 cAMP cs: -8%[11.4 µM]; Ub-GFP proteasome: 2%[9.17 µM]; 4-MU autofl: inconclusive

What do the screens show for `COc1ccc(S(=O)(=O)N2CCCCC2)cc1Br`?
BRCT inh green: -0.6%; Epigenetic mod: 0%; Casp7 inh: -1%; A350 autofl: inactive; Fluorescein autfl: inconclusive; USP2a inh: 4%; Casp1 inh: -2%; BRCT PPI red: -1.3%; HEK293 cAMP cs: 17%; Ub-GFP proteasome: -2%; 4-MU autofl: inactive

What do the screens show for `Cc1nnc(SCC(=O)NC(C)(C)C)n1CCc1ccccc1`?
BRCT inh green: -1.6%; Epigenetic mod: 0%; Casp7 inh: 0%; A350 autofl: inconclusive; Fluorescein autfl: inconclusive; USP2a inh: 2%; Casp1 inh: 2%; BRCT PPI red: -0.8%; HEK293 cAMP cs: 7%; Ub-GFP proteasome: 1%; 4-MU autofl: inactive

How did Cn1cc(S(=O)(=O)CC(=O)Nc2ccc3c(c2)OCCO3)c2ccccc21 do in these assays?
BRCT inh green: -0.9%; Epigenetic mod: 2%; Casp7 inh: 1%; A350 autofl: inactive; Fluorescein autfl: inactive; USP2a inh: 13%; Casp1 inh: 0%; BRCT PPI red: -1.2%; HEK293 cAMP cs: 4%; Ub-GFP proteasome: 7%; 4-MU autofl: inactive

Results for C#CC(CC)(CC)NC(=O)c1c(C)noc1C ?
BRCT inh green: -0.2%; Casp7 inh: 0%; Casp1 inh: -3%; BRCT PPI red: -0.5%; HEK293 cAMP cs: 2%

Results for COc1ccc2c(c1)CCC1C2CC[C@@]2(C)C(O)CCC12 (stereo partly drawn) ?
BRCT inh green: 0.7%; Casp7 inh: -1%; USP2a inh: 13%; Casp1 inh: -3%; BRCT PPI red: 0.9%

Results for CC(NC(N)=O)C12CC3CC(CC(C3)C1)C2 (stereo not drawn) ?
BRCT inh green: -1.0%; Epigenetic mod: 0%; Casp7 inh: 1%; A350 autofl: inactive; Fluorescein autfl: inactive; USP2a inh: 3%; Casp1 inh: 2%; BRCT PPI red: -1.3%; HEK293 cAMP cs: 3%; Ub-GFP proteasome: 0%; 4-MU autofl: inactive

How did O=C(Cc1c(F)cccc1Cl)N1CCN(C(=O)c2ccco2)CC1 do in these assays?
BRCT inh green: -0.6%; Epigenetic mod: 9%; Casp7 inh: -1%; A350 autofl: inactive; Fluorescein autfl: inactive; USP2a inh: 2%; Casp1 inh: -2%; BRCT PPI red: 0.2%; HEK293 cAMP cs: -6%; Ub-GFP proteasome: -11%; 4-MU autofl: inactive

Overlap with the part before: two entries; new compounds follow.
Results for CC(NC(N)=O)C12CC3CC(CC(C3)C1)C2 (stereo not drawn) ?
BRCT inh green: -1.0%; Epigenetic mod: 0%; Casp7 inh: 1%; A350 autofl: inactive; Fluorescein autfl: inactive; USP2a inh: 3%; Casp1 inh: 2%; BRCT PPI red: -1.3%; HEK293 cAMP cs: 3%; Ub-GFP proteasome: 0%; 4-MU autofl: inactive

How did O=C(Cc1c(F)cccc1Cl)N1CCN(C(=O)c2ccco2)CC1 do in these assays?
BRCT inh green: -0.6%; Epigenetic mod: 9%; Casp7 inh: -1%; A350 autofl: inactive; Fluorescein autfl: inactive; USP2a inh: 2%; Casp1 inh: -2%; BRCT PPI red: 0.2%; HEK293 cAMP cs: -6%; Ub-GFP proteasome: -11%; 4-MU autofl: inactive

Results for COc1cccc(CNC(=O)CCS(=O)(=O)c2cccc3nonc23)c1 ?
BRCT inh green: -2.9%; Epigenetic mod: -1%; Casp7 inh: 2%; A350 autofl: inactive; Fluorescein autfl: inactive; USP2a inh: 4%; Casp1 inh: 0%; BRCT PPI red: 0.8%; HEK293 cAMP cs: 2%; Ub-GFP proteasome: -2%; 4-MU autofl: inactive

What do the screens show for `Cc1ccc(C(=O)CC2(O)C(=O)N(Cc3ccc4c(c3)OCO4)c3ccccc32)cc1` (stereo not drawn)?
BRCT inh green: -0.5%; Epigenetic mod: 3%; Casp7 inh: -3%; A350 autofl: inactive; Fluorescein autfl: inactive; USP2a inh: 19%; Casp1 inh: -4%; BRCT PPI red: -0.6%; HEK293 cAMP cs: 21%; Ub-GFP proteasome: -3%; 4-MU autofl: inactive

Results for COc1ccc(Cl)cc1C(=O)NCC(C)C ?
BRCT inh green: -0.3%; Epigenetic mod: -2%; Casp7 inh: 1%; USP2a inh: 9%; Casp1 inh: 0%; BRCT PPI red: -2.2%; HEK293 cAMP cs: 21%; Ub-GFP proteasome: -21%

How did O=C(c1ccco1)N1CCN(C(c2ccc(Cl)cc2)c2nnnn2CC2CCCO2)CC1 (stereo not drawn) do in these assays?
BRCT inh green: -1.9%; Epigenetic mod: -1%; Casp7 inh: 8%; A350 autofl: inconclusive; Fluorescein autfl: inconclusive; USP2a inh: 1%; Casp1 inh: 0%; BRCT PPI red: 0.2%; HEK293 cAMP cs: 1%; Ub-GFP proteasome: -1%; 4-MU autofl: inactive

What do the screens show for `CCN1CCCC1CNC(=O)c1cc2c(C)nc3ccccc3c2o1` (stereo not drawn)?
BRCT inh green: 1.8%; Epigenetic mod: 4%; Casp7 inh: -1%; A350 autofl: inactive; Fluorescein autfl: inactive; USP2a inh: 13%; Casp1 inh: -1%; BRCT PPI red: -0.9%; HEK293 cAMP cs: 9%; Ub-GFP proteasome: -4%; 4-MU autofl: inactive

What do the screens show for `CN(CC(=O)N1CCN(c2ccccn2)CC1)S(=O)(=O)c1ccccc1`?
BRCT inh green: -0.6%; Epigenetic mod: 4%; Casp7 inh: -3%; A350 autofl: inconclusive; Fluorescein autfl: inactive; USP2a inh: -3%; Casp1 inh: 1%; BRCT PPI red: 0.5%; HEK293 cAMP cs: 21%; Ub-GFP proteasome: 3%; 4-MU autofl: inconclusive

What do the screens show for `O=C1CC(O)(C(F)(F)F)Oc2c1ccc1ccccc21` (stereo not drawn)?
BRCT inh green: -0.5%; Epigenetic mod: 4%; Casp7 inh: -9%; USP2a inh: 10%; Casp1 inh: -12%; BRCT PPI red: 1.6%; HEK293 cAMP cs: inconclusive; Ub-GFP proteasome: -4%

An excerpt; count on the stated rates, not on these rows.
